ATG4B inh: ATG4B protease inhibitors, primary screen, biochemical, fluorescence, uHTS; hit rate 0.51% among 340,000; inhibition, % at 8.33 µM; ATG4B cleavage of LC3-PLA2, NBD-HPC fluorescence, 1 h; AID 504462, 2011; in the data active means inhibition above about 40%
Target sequence (Q9Y4P1 whole entry, looked up): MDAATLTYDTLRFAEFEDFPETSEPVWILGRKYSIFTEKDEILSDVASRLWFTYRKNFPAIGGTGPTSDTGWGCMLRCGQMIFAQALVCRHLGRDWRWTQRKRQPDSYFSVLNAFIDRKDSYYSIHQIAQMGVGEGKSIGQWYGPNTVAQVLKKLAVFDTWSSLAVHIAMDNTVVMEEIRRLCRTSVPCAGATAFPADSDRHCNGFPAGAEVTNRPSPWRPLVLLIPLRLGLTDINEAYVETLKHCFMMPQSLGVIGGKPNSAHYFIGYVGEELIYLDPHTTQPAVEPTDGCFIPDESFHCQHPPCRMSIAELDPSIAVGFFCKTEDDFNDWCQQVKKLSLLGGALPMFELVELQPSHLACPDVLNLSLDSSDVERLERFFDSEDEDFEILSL
SENP8 inh: human SENP8 protease inhibitors, primary screen, biochemical, fluorescence, Nedd8 protein substrate, uHTS; Sentrin-specific protease 8 (Homo sapiens), Q96LD8; recombinant SENP8; inhibition, % at 20 µM; hit rate 0.64% among 360,000; AID 602440, 2012; in the data active means inhibition mostly above about 40%, no sharp cut-off; inactive means mostly below about 27%
Target sequence (Q96LD8 whole entry, looked up): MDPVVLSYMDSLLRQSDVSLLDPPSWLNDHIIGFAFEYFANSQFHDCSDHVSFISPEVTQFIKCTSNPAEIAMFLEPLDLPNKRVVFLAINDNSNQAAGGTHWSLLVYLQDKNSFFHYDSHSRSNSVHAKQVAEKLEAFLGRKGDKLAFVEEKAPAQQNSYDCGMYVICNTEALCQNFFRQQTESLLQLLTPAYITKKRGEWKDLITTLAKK
SENP6 block: SENP6 protease inhibitors, primary screen, biochemical, luminescence, uHTS; Sentrin-specific protease 6 (Homo sapiens), Q9GZR1; Recombinant SENP6 catalytic domain, aminoluciferin luminescence; inhibition, % at 10 µM; hit rate 1.8% among 330,000;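 active means inhibition above about 50% at the single tested dose, limit read from the data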;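 further: plate controls were DMSO wells with enzyme for no effect and DMSO wells lacking enzyme for full effect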
NR3A LBD binder: binders of NR3A ligand-binding domain, primary screen, biophysical, differential scanning fluorimetry, uHTS | Tm shift relative to glycine control, % at 25 µM | hit rate 2.5% among 340,000 | Glutamate receptor ionotropic, NMDA 3A (GRIN3A) ligand-binding domain | AID 1259313, 2017 | NR3A LBD differential scanning fluorimetry, Tm shift; 0% = protein alone, 100% = glycine-bound protein;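 active means melting temperature shift of at least 10% of the positive control shift, at one fixed dose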
SENP1 FRET inh: human SENP1 catalytic domain inhibitors, primary screen, biochemical, FRET, uHTS; hit rate 0.21% among 360,000; recombinant SENP1 catalytic domain, CyPet-SUMO1-YPet FRET cleavage; inhibition, % at 10 µM;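 active means inhibition at least 30% at 10 µM, raw YFP signal under a set limit, fluorescence ratio 0.5 to 1.5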;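 further: 0% = enzyme with DMSO and 100% = no enzyme wells; some results filed as inactive read as strong as hits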
Target sequence (Q9P0U3 419-644 limits assumed): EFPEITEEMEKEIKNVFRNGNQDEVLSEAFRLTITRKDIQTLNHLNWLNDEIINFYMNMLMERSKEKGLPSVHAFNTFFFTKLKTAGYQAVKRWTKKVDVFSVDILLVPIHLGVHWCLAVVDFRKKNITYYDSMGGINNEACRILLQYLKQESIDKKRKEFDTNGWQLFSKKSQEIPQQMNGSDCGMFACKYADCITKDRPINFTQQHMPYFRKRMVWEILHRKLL
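system = hSENP1 catalytic domain, recombinant | reagent = SFCypet-SUMO1-SFYpet substrate at 25 nM | doses = one dose per compound, 10 µM, 0.5% DMSO | incubation = enzyme reaction for 50 min at room temperature, dark | measured by = FRET, CFP and YFP emission | controls = no-enzyme low, enzyme-DMSO high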
MPTP inh: mitochondrial permeability transition pore inhibitors, primary screen, biochemical, isolated mouse mitochondria, absorbance; AID 602449, 2012; inhibition, % at 10 µM; Ca2+ swelling absorbance, 30 min; hit rate 1.4% among 360,000;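 active means inhibition of 50% or more, scaled per plate between neutral and stimulator controls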;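 further: 0% = DMSO wells given calcium and 100% = 1 mM EGTA wells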
PfGluPho inh: PfG6PD enzyme inhibitors, primary screen, biochemical, fluorescence intensity, uHTS. PfGluPho enzyme, NADPH resazurin-diaphorase fluorescence. hit rate 0.78% among 350,000. inhibition, % at 20 µM. glucose-6-phosphate dehydrogenase-6-phosphogluconolactonase (Plasmodium falciparum 3D7);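 active means inhibition reaching at least a set limit at 20 µM in the primary screen, cut at about 59% in these data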;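 further: 0% = DMSO wells with substrate and 100% = DMSO wells lacking glucose-6-phosphate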
hIAP activ: human IAP activators, primary screen, biochemical, luminescence, uHTS | purified human IAP, CDP-Star luminescence, 30 min; active compounds read high; 1 = vehicle-only enzyme, 0 = enzyme-free background | Intestinal-type alkaline phosphatase (Homo sapiens), P09923 | activation factor at 10 µM | hit rate 0.16% among 330,000;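 active means activation factor of the enzyme at least 2-fold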; further: the source names both 10 and 20 µM as test concentration; values of inactives mirror those of a sister screen read the other way
Starred values were filed as active, the others as inactive; nt = not tested or not shown.

Start of the listing, in advance:
smiles | ATG4B inh | SENP8 inh | SENP6 block | NR3A LBD binder | SENP1 FRET inh | MPTP inh | PfGluPho inh | hIAP activ
CN(C)C(=O)N1CCN(C(=O)c2ccco2)CC1 | -3 | -22 | -9 | -1 | 0 | -0.5 | -6 | 0.92
Cc1ccc(S(=O)(=O)N(Cc2c(F)cccc2Cl)C(=O)N2CCN(C)CC2)cc1 | 1 | 6 | -12 | 3 | 3 | 0.3 | 1 | 0.92
Cc1ccc(NC(=O)CCC(=O)N/N=C/c2cc([N+](=O)[O-])ccc2O)cc1 | 20 | 25 | -26 | 0 | 2 | 1.4 | -22 | 1.3
Cc1nc(C(=O)Nc2cc(F)cc(Cl)c2)sc1C1(C)CC(c2ccccc2)=NO1 (stereo not drawn) | -6 | 17 | 3 | -12 | -1 | -2.5 | -4 | 0.98
Cc1ccc(NC(=O)Nn2cnnc2)cc1 | -5 | 9 | -9 | 2 | 2 | 0.9 | -7 | 0.98

Results, from the start:
smiles | ATG4B inh | SENP8 inh | SENP6 block | NR3A LBD binder | SENP1 FRET inh | MPTP inh | PfGluPho inh | hIAP activ
CN(C)C(=O)N1CCN(C(=O)c2ccco2)CC1 | -3 | -22 | -9 | -1 | 0 | -0.5 | -6 | 0.92
Cc1ccc(S(=O)(=O)N(Cc2c(F)cccc2Cl)C(=O)N2CCN(C)CC2)cc1 | 1 | 6 | -12 | 3 | 3 | 0.3 | 1 | 0.92
Cc1ccc(NC(=O)CCC(=O)N/N=C/c2cc([N+](=O)[O-])ccc2O)cc1 | 20 | 25 | -26 | 0 | 2 | 1.4 | -22 | 1.3
Cc1nc(C(=O)Nc2cc(F)cc(Cl)c2)sc1C1(C)CC(c2ccccc2)=NO1 (stereo not drawn) | -6 | 17 | 3 | -12 | -1 | -2.5 | -4 | 0.98
Cc1ccc(NC(=O)Nn2cnnc2)cc1 | -5 | 9 | -9 | 2 | 2 | 0.9 | -7 | 0.98
COc1ccccc1CNC(=O)COC(=O)CNS(=O)(=O)c1ccc(C)cc1 | -5 | 11 | 13 | 0 | 0 | 1.3 | -2 | 1.1
O=C1N(c2ccccc2C(F)(F)F)O[C@]1(c1ccccc1)C1CCCC1 | 12 | 20 | 10 | -1 | 1 | -0.3 | -26 | 0.99
Clc1cccc(NCc2cn3cccnc3n2)c1 | 9 | 2 | 0 | 11* | -1 | -2.9 | -2 | 1
O=C(Nc1ccn(CCCN2CCC(N3CCOCC3)CC2)c(=O)n1)OCc1ccccc1 | nt | -25 | nt | nt | 2 | -2.0 | 1 | nt
CCOc1ccccc1C1C(C(N)=O)=C(C)Nc2nc(-c3cccc(C)c3)nn21 (stereo not drawn) | -4 | -7 | -16 | -1 | -3 | -0.5 | 11 | 1
O=C(/C=C/c1ccnc2ccccc12)c1cccs1 | -2 | 8 | 15 | -10 | 3 | -2.5 | 55 | 0.8
CC[C@]12c3[nH]c4ccc(Cl)cc4c3CCN1C(=O)[C@@H](CC(=O)NCc1cccc(C(F)(F)F)c1)C[C@@H]2C(=O)N1CCN(C(=O)C2CC2)CC1 | 15 | 8 | nt | -4 | -1 | -0.2 | 17 | nt
COc1ccccc1N1CCN(C(=O)c2ccc3[nH]c(C)c(C)c3c2)CC1 | -15 | -3 | 11 | 2 | -2 | 0.4 | 0 | 0.92
CC(=O)Oc1c(S(=O)(=O)c2ccc(C)cc2)c(C)nn1C(C)(C)C | 4 | 14 | -8 | -1 | 0 | 1.1 | -2 | 0.9
CC1CCCCN1C(=O)CN1CCN(S(=O)(=O)c2ccc(Br)cc2Cl)CC1 (stereo not drawn) | -37 | 1 | 3 | 0 | -1 | 0.3 | 1 | 0.97
CCn1c(COc2ccccc2OC)nc2ccccc21 | 1 | 8 | 9 | -1 | 0 | 0.6 | 9 | 1.2
O=C(O)C(=Cc1cccc([N+](=O)[O-])c1)c1ccc(Cl)cc1 | 1 | 4 | nt | -1 | 1 | -1.7 | -3 | nt
O=c1[nH]c(=O)c2nc3c4ccccc4c4ccccc4c3nc2[nH]1 | -20 | -371 | -30 | 1 | -28 | 2.7 | 3 | 1.7
CC1=NOC(=O)/C1=C\c1ccc(-c2ccc(Cl)c(C(=O)O)c2)o1 | 8 | -24 | -11 | 3 | -16 | -0.6 | 12 | 1.1
Cc1noc(C)c1NC(=O)Nc1cccc2c1O[C@H](CN(C)S(=O)(=O)c1ccc(F)cc1)[C@@H](C)CN([C@H](C)CO)C2=O | -13 | 1 | -11 | -1 | 3 | 0.0 | -2 | 1.1
CCOC(=O)c1cnn(-c2nc(-c3ccc(C)cc3)cs2)c1C(F)(F)F | -4 | -241 | nt | -14 | -2 | 3.4 | 28 | nt
CC1CCCCN1C(=O)C1CC(c2ccc(F)cc2)=NO1 (stereo not drawn) | 5 | 10 | -16 | -1 | 1 | -0.6 | -5 | 0.89
Cc1ccc2c(Cl)cc(Cl)c(OCC(=O)Nc3cccc(S(N)(=O)=O)c3)c2n1 | -21 | 4 | -3 | 11* | -1 | 1.9 | 1 | 0.86
O=C(CN1CCN(CC(=O)Nc2ccccc2Cl)CC1)NCC1(N2CCOCC2)CCCCC1 | 3 | 22 | -6 | -1 | 2 | 1.1 | -18 | 1.1
CC(O)C1C(=O)OC2(C)CC(C)(C)NC(=S)N12 (stereo not drawn) | 1 | 28 | -2 | 1 | 1 | -0.1 | -7 | 0.79
CCOC(=O)N1CCN(S(=O)(=O)c2ccc(C(=O)Nc3sc4c(c3C(=O)OC)CCN(C)C4)cc2)CC1 | -10 | -32 | 5 | -2 | -45 | -0.2 | 11 | 1.1
N#Cc1c(SCc2c(Cl)cccc2Cl)nc(N)[nH]c1=S | 23 | 0 | 20 | 8 | 3 | 3.4 | -14 | 0.94
COc1cc2c(cc1OC)C(=S)NC(C)(C)C2 | 1 | -1 | -42 | 1 | 2 | -0.5 | 3 | 1
C[C@H](CO)N1C[C@H](C)[C@@H](CN(C)C(=O)CN2CCOCC2)Oc2cc(Br)ccc2S1(=O)=O | nt | -3 | nt | nt | -1 | -1.0 | -1 | nt
CCOc1ccc2nc(/N=C/c3nc(-c4ccccc4)oc3O)sc2c1 | 5 | -414 | 0 | 38* | -25 | 13 | -14 | 0.99
COc1cc(OC)cc(C(=O)NNC(=O)CCc2nc3ccccc3c(=O)[nH]2)c1 | 2 | 8 | 12 | -1 | -2 | -0.5 | 12 | 1.1
COC(=O)Cc1c(OC)ccn(CCc2c[nH]c3ccccc23)c1=O | 0 | 13 | 2 | 0 | 3 | 10 | 1 | 1.1
O=c1[nH]c(CN(CCO)CCO)nc2c1C1(CCCCC1)Cc1ccccc1-2 | 2 | 6 | 0 | -1 | -11 | 3.5 | 5 | 1.8
O=C1NC(c2ccccc2)=C(c2ccc3ccccc3n2)C(c2ccc(F)cc2)N1 (stereo not drawn) | -12 | -335 | -3 | -2 | 0 | 3.7 | -1 | 0.98
Cc1cccc2nc(=S)n(C(=O)c3ccco3)n12 | -7 | -8 | -59 | -1 | 0 | -1.8 | 11 | 0.97
Nc1nccnc1C(=O)OCC(=O)NC1CCCc2ccccc21 (stereo not drawn) | -1 | -490 | 3 | 2 | -20 | 0.2 | 10 | 0.87
N#CC(c1ccccc1)C1CCN(Cc2ccccc2)CC1 (stereo not drawn) | 13 | 9 | -21 | -2 | 2 | -1.1 | -13 | 1.1
Cc1nc2ccccn2c1-c1nnco1 | -1 | -46 | -9 | -2 | 1 | 0.1 | -3 | 0.98
Cc1sc(NC(=O)/C=C/c2ccco2)c(C(=O)OC(C)C)c1C | 6 | -43 | -5 | 4 | -9 | 52* | 1 | 0.89
Cc1ccc(-c2nc3ccccc3o2)cc1NC(=O)Cc1cccs1 | -6 | 27 | -2 | -1 | 3 | -1.1 | 0 | 1
COc1ccc(NC(=O)Nc2nnc(C(C)C)s2)cc1 | -2 | 13 | -4 | -4 | 0 | -0.7 | 2 | 1.2
CCS(=O)(=O)N1CCN(C(=O)c2cccnc2)CC1 | -3 | 6 | -7 | 0 | 2 | 2.7 | -9 | 1
COc1ccc(C(=O)NNC(=O)c2cccc(S(=O)(=O)N3CCOCC3)c2)cc1 | -1 | 10 | -2 | -1 | -2 | -0.5 | -15 | 1
COc1ccc(C)cc1NC(=O)C1CCN(C(=O)Cc2ccccc2)CC1 | -7 | 21 | -5 | 2 | 3 | -0.3 | -9 | 0.92
Nc1c(C(=O)Nc2ccc3c(c2)OCCO3)nnn1Cc1cccc(Br)c1 | 41* | 5 | 68* | -4 | 1 | -1.7 | 12 | 0.82
COCCN1C(=O)c2oc3ccccc3c(=O)c2C1c1ccc(C(=O)OC)cc1 (stereo not drawn) | 6 | 13 | 19 | 2 | 2 | -1.4 | -15 | 0.98
Cc1ccc(NC2CC(=O)N(c3ccc(C)cc3)C2=O)cc1 (stereo not drawn) | 1 | 34 | -3 | 1 | 5 | -1.5 | 5 | 0.88
COc1ccc(CCNC(=O)C(=O)NCC2OCCN2S(=O)(=O)c2ccccc2)cc1OC (stereo not drawn) | -18 | 2 | -12 | 1 | -2 | -0.3 | -4 | 0.87
O=C1OCCC1=COCCCCCCOC=C1CCOC1=O | nt | 0 | nt | nt | -2 | 0.0 | 11 | nt
O=c1nc2sc3ccccc3n2c(=O)n1-c1cccc(Cl)c1 | -7 | 18 | 9 | 1 | 1 | 0.0 | -10 | 0.81
O=C1c2ccccc2NC(c2ccccc2)N1CCCN1CCOCC1 (stereo not drawn) | -10 | -467 | -3 | 0 | -3 | 2.4 | -3 | 0.92
CN(CCc1ccccn1)C(=O)CCC1CCCN(C(=O)NC2CCCCC2)C1 (stereo not drawn) | 23 | -3 | -13 | -1 | 2 | 0.1 | -6 | 1.1
CC12CCC(C(=O)N(NC(=O)c3ccccc3Cl)C1=O)C2(C)C (stereo not drawn) | -5 | 6 | -9 | 0 | 3 | 2.4 | 2 | 0.94
CC(=O)NC12CC3CC(C1)CC(C(=O)N1CCN(S(=O)(=O)c4ccc(C(C)C)cc4)CC1)(C3)C2 | -11 | 14 | -10 | 3 | 4 | -1.2 | -2 | 0.94
C[C@@H]1COC(=O)[C@H](CC(=O)OC(C)(C)C)C/C=C\C[C@H](CC(=O)N(CCO)Cc2ccccc2)C(=O)N1 | -1 | 13 | -14 | -1 | 1 | 0.2 | -10 | 0.87
c1ccc(Cn2c(SCc3nc4ccccc4s3)nnc2-c2ccco2)cc1 | 25 | -22 | 5 | -14 | -18 | -0.4 | 38 | 1.1
O=C(c1sccc1-c1ccccc1)N1CCN(S(=O)(=O)c2ccccc2)CC1 | -1 | 9 | -14 | -1 | 2 | -1.2 | 5 | 0.87
CC(=O)c1ccc(NC(=O)C(C)Sc2ccccn2)cc1 (stereo not drawn) | -9 | 7 | -17 | 0 | 1 | -1.2 | 18 | 1
Cc1ccc2nc(C)c(C(=O)NN=C3CCCCCC3)n2c1 | 10 | 8 | -4 | 0 | 1 | 1.1 | -14 | 1.3
CCOc1ccc2ncc(S(=O)(=O)c3ccccc3)c(N3CCN(c4ccc(OC)cc4)CC3)c2c1 | 1 | 12 | 3 | -1 | 0 | 1.6 | -10 | 1
CCCn1nnnc1NC(=O)c1cccs1 | 6 | 11 | -4 | 0 | 3 | 0.3 | -8 | 1.1
O=C(NCCN1CCOCC1)c1ccc(Cl)c(S(=O)(=O)N2CCCCCC2)c1 | -3 | 25 | -8 | 0 | 2 | 0.4 | -15 | 1.1

High-throughput results (PubChem BioAssay)
